Source: PubChem BioAssay (Sanford-Burnham Center for Chemical Genomics)
CXCR6 block: CXCR6 (human) receptor inhibition | O00574 | CHO-K1 PathHunter CXCR6 beta-arrestin, luminescence | inhibition, % at 20 µM | 360,000 tested, 0.36% active; in the data active = inhibition above about 34%, passing the limit was not always enough;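 also: antagonist mode with CXCL16 agonist at 10 nM final; 0% = 10 nM CXCL16 with DMSO and 100% = unstimulated wells without agonist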
Target sequence (O00574 whole entry, looked up): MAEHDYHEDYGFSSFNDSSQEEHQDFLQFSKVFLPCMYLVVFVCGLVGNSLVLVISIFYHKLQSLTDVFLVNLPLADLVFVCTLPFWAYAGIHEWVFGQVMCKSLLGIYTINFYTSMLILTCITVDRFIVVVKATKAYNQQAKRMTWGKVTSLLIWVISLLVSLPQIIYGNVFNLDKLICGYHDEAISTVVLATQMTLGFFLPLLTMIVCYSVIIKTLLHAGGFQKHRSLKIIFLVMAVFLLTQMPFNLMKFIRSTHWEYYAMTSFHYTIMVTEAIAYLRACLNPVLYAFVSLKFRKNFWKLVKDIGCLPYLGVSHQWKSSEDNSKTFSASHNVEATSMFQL
Mdm2 MdmX PPI: inhibitors of human Mdm2/MdmX interaction | O15151+Q00987 | SaOS-2 split-luciferase Mdm2/MdmX complementation, luminescence | 330,000 tested, 3% active | inhibition, % at 8 µM;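 active = inhibition of at least 50% at 8 µM in the primary screen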
UPR XBP1 act: activators of adaptive arm of unfolded protein response (XBP1); CHO-XBP1 luciferase reporter, IRE1-XBP1 UPR activation, luminescence; percent of tunicamycin response, DMSO as zero; activation, % at 20 µM; 330,000 tested, 0.33% active;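 active = versus positive control, 20 µM dose yields 30% or more activation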;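 also: 100% = tunicamycin at 10 µg/mL and 0% = DMSO only wells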
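Material: CHO cell line with stable XBP1 luciferase reporter; schedule: 16-18 h cell attachment at 37 °C, then 6 h compound exposure; signal: glow luminescence from Steady-Glo reagent; medium: serum-containing F12 medium, 10% FBS; benchmarks: tunicamycin 10 µg/mL and vehicle-only wells; read-out: percent activation relative to tunicamycin reference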
APJ agonist: activates the human apelin receptor APJ; P35414; CHO-K1 APJ PathHunter beta-arrestin, luminescence; 0% DMSO wells, 100% apelin; activation, % at 20 µM; 330,000 tested, 0.11% active;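 active = activation more than six SD over the plate average, tested at 20 µM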;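 also: 0% = DMSO alone and 100% = apelin-13 at 10 nM; some results filed as inactive read as strong as hits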
Target sequence (P35414 whole entry, looked up): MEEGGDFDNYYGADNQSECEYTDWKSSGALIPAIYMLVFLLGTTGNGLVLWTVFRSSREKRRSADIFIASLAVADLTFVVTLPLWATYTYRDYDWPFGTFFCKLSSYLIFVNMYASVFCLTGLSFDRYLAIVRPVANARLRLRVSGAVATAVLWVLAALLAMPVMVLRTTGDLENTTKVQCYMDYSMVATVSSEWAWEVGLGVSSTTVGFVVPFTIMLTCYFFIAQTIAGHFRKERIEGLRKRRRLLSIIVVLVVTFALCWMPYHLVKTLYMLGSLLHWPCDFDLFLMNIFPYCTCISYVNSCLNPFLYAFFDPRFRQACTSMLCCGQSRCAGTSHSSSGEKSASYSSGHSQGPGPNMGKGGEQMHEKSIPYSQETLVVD
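Test system – PathHunter CHO-K1 APJ (AGTRL-1) beta-arrestin reporter cells · Input – 1000 cells/well · Compound – single test compound dose, 20 µM final, 1% DMSO · Times – compound stimulation 90 min at 25 °C, detection 60 min · Technique – beta-gal luminescence · Read-out basis – APJ–arrestin association signal · Control set – negative DMSO alone, positive Apelin-13 at 10 nM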
APJ antag: APJ receptor antagonism. 330,000 tested, 0.32% active. AID 2521. inhibition, % at 20 µM. CHO-K1 APJ beta-arrestin complementation, luminescence. P35414;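 active = inhibition above about 40% at 20 µM, limit read from the data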;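 also: cells challenged with 10 nM apelin-13 agonist together with compound; plate controls were apelin-13 plus DMSO wells for no effect and DMSO wells lacking apelin-13 for full effect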
CHOP UPR activ: activators of apoptotic arm of unfolded protein response (CHOP); CHO-CHOP luciferase reporter, UPR activation, luminescence; percent of tunicamycin response over DMSO baseline; activation, % at 10 µM; 330,000 tested, 0.34% active; AID 449763;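 active = at 10 µM dose, activation of 40% or more, normalized to positive control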;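 also: 100% = tunicamycin at 10 µg/mL and 0% = DMSO alone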
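Evaluation: % reporter activation, DMSO baseline versus tunicamycin full activation; System: CHO-CHOP luciferase reporter cell line; Input: 500 cells/well; Incubation: 6 h compound treatment, 37 °C; Measured by: Steady-Glo luciferase luminescence; Dosing: one dose, 10 µM in 0.5% DMSO; Buffer or medium: F12 medium, 10% FBS; Benchmarks: positive tunicamycin 10 µg/mL, negative DMSO alone.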
tim10-1 inh: inhibits growth of tim10-1 mutant yeast | S. cerevisiae tim10-1 ts strain growth, BacTiter-Glo, 24 h | inhibition, % at 20 µM | 330,000 tested, 2.2% active;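 active = inhibition of at least 40%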;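 also: mutant grown at 25 °C; 0% = DMSO wells with yeast and 100% = wells holding no yeast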
tim23-1 inh: growth inhibitors of tim23-1 mutant yeast; S. cerevisiae tim23-1 growth, BacTiter-Glo luminescence, 24 h; inhibition, % at 20 µM; 330,000 tested, 1.3% active; AID 463212;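 active = growth inhibition of the mutant yeast at or above 50%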;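 also: temperature-sensitive mutant grown at 25 °C; plate controls were DMSO-treated mutant yeast for no effect and medium wells lacking yeast for full effect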
TIM10 inh: inhibits growth of TIM10 yeast strain; S. cerevisiae TIM10 strain growth, BacTiter-Glo luminescence, 24 h; inhibition, % at 10 µM; 330,000 tested, 1.4% active;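 active = inhibition of 40% or more at the single tested concentration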;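 also: wild-type TIM10 isogenic control strain grown at permissive 25 °C; 0% = DMSO yeast wells and 100% = minimal medium wells without yeast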
* = called active by the depositor; . = not tested or not shown. Only part of the results is shown; rates above refer to the full screens.

nr	mol	CXCR6 block	Mdm2 MdmX PPI	UPR XBP1 act	APJ agonist	APJ antag	CHOP UPR activ	tim10-1 inh	tim23-1 inh	TIM10 inh
1	COc1ccc(S(=O)(=O)N2CCOC23CCN(S(=O)(=O)c2cc(F)ccc2F)CC3)cc1	-4	27	-1	-1	10	-0.8	35	53*	-5
2	COc1cc(/C=N/N2C(=O)C3C4c5ccccc5C(c5ccccc54)C3C2=O)ccc1O (stereo not drawn)	-8	14	1	-1	0	0.9	7	-5	21
3	COc1cc(/C=N/Nc2nc(N3CCCC3)nc(N3CCCC3)n2)ccc1OCc1ccccc1F	17	-15	3	-2	16	11	17	22	23
4	Cn1c(=O)c2c(ncn2CC(=O)Nc2nc(-c3ccc(F)c(F)c3)cs2)n(C)c1=O	-6	27	-1	3	-15	-0.2	-8	4	1
5	COc1ccccc1OCC(=O)NNC(=O)c1ccoc1C	-12	34	-3	0	-3	0.5	5	9	5
6	CC(C)(C)C#CC(CCc1ccccc1)OS(N)(=O)=O (stereo not drawn)	.	3	2	-2	-103	0.7	11	16	-6
7	COc1ccc(CNC(c2ccccc2)c2ccc(Cl)cc2)cc1 (stereo not drawn)	7	4	1	-2	16	-1.3	10	-1	-14
8	Cc1cc(CNC(=O)C2CCC(=O)N(Cc3ccccc3F)C2)nn1C (stereo not drawn)	-1	13	0	-3	17	-1.6	-18	-5	3
9	CCOc1ncccc1C(=O)NNC(=O)c1ccccc1-n1cccc1	4	-4	-1	-3	19	0.1	4	16	21
10	NC(N)=NS(=O)(=O)c1ccc(NC(=S)NC(=O)/C=C/c2ccccc2)cc1	-21	-2	-1	-2	-17	0.9	-2	6	-13
11	Cc1ccc(CCSc2ccc(F)cc2)cn1	4	20	2	0	19	0.7	-1	-3	3
12	Cc1cccc(NC(=S)NNC(=O)c2cccc([N+](=O)[O-])c2)c1	17	27	-2	-5	27	-0.2	10	10	16
13	N#CC(C(=O)NCc1ccccc1)c1nc2ccccc2nc1N1CCCC1 (stereo not drawn)	10	9	4	-3	19	-1.9	18	-13	4
14	COc1ccccc1[C@@H]1C(c2cccc(Cl)c2)=NN(c2ccc(Br)cc2)[C@H]1C(=O)N1CCOC1=O	1	37	-1	0	-8	-2.1	17	-14	-7
15	COC(=O)[C@]1(C)N[C@H](CN(C)C(=O)c2ccccc2)[C@@H]2C(=O)N(Cc3ccccc3)C(=O)[C@@H]21	1	-2	1	-3	7	-0.4	-5	-6	0
16	O=C(COC(=O)/C=C/c1cccc(C(F)(F)F)c1)NC1CCS(=O)(=O)C1 (stereo not drawn)	4	8	-2	-5	-2	-0.6	-11	-11	3
17	CC(c1ccccc1)N(CC(=O)NC1CCCCC1)S(=O)(=O)c1cccc(C(F)(F)F)c1 (stereo not drawn)	7	1	-4	-1	9	1.6	32	26	20
18	COC(=O)Cc1cc(=O)n(-c2ccccc2)[nH]1	-2	4	-5	2	6	-1.1	-2	13	4
19	COc1ccc(S(=O)(=O)NC(C)(C)C)cc1-c1nnc2c3ccccc3c(C)nn12	1	9	0	-3	2	4.9	7	21	2
20	Cc1cc(NC(=O)CCC(=O)N(c2ccccc2)C(C(=O)NC(C)(C)C)c2ccccc2Cl)no1 (stereo not drawn)	-1	10	-2	-1	11	0.3	13	15	3
21	O=C(O)c1cnc2[nH]c3ccccc3n2c1=O	1	5	-1	-2	-6	1.7	0	-1	-10
22	Cc1nnc(NC(=O)COc2ccccc2)s1	-10	27	-1	-7	8	-0.6	9	13	2
23	CC(C)(C)OC(=O)CNC(=O)c1[nH]cnc1C(=O)NCCCCCNC(=O)OC(C)(C)C	-10	20	-1	6	-3	1.3	-1	24	6
24	COc1ccc(Nc2nnc(SCC(=O)N3CCCC3)s2)cc1	-8	13	3	0	0	0.8	14	20	1
25	COc1cc2c(cc1OC)C(c1cc(Br)ccc1O)N(C(C)=O)CC2 (stereo not drawn)	1	-5	-1	0	-8	1.9	5	6	-6

(list continues)
nr	mol	CXCR6 block	Mdm2 MdmX PPI	UPR XBP1 act	APJ agonist	APJ antag	CHOP UPR activ	tim10-1 inh	tim23-1 inh	TIM10 inh
26	Cc1nn(C)c(Oc2ccc(Cl)cc2)c1C(=O)Nc1ccc(F)cc1F	-11	-10	-2	-4	-12	-1.2	18	27	18
27	COc1ccc(C(=O)NC(=O)Nc2cc(C)ccn2)cc1	-2	34	-9	-4	6	-9.0	-19	4	-4
28	C=CCNC(=S)/N=c1/ccccn1CCC	12	8	0	-2	23	0.5	4	-7	7
29	CCOC(=O)C1CCCN(C(=O)c2sc3nc4n(c(=O)c3c2C)CCC4)C1 (stereo not drawn)	7	0	-2	-3	15	0.1	-15	-9	-2
30	COc1cc(-c2[nH]ncc2CN(C)Cc2cc(C)[nH]n2)cc(OC)c1OC	-3	-7	-2	0	4	-1.9	-11	17	7
31	O=C1C=C(c2ccc3[nH]ccc3c2)C[C@@H](c2ccc(Cl)cc2)C1	3	46	-3	-1	1	1.2	34	52*	27
32	Cc1cc2nccc(-c3ccc(Cl)c([N+](=O)[O-])c3)n2n1	-2	47	2	-1	-2	-1.4	0	13	13
33	COc1ccc(OCC2CCCN(Cc3nc(CC4CC4)no3)C2)cc1 (stereo not drawn)	-1	-32	-3	-2	-8	3.4	5	35	12
34	CC(C)OCCCNC(=O)C1CCN(S(=O)(=O)N2CCCCC2)CC1	-2	9	-3	0	5	-2.1	-7	-4	-11
35	COc1ccccc1CNC(=O)C1CCN(S(C)(=O)=O)CC1	-7	-9	0	0	-14	0.0	13	12	5
36	CCOc1ccc(NS(=O)(=O)c2ccc(OC)c(NC(=O)c3ccc4c(c3)OCCO4)c2)cc1	7	-5	-3	3	-8	3.3	-3	11	-1
37	O=C(CCCN1C(=O)c2cccnc2C1=O)N1CC(=O)N(CCc2ccccc2)C(=O)C1	3	-4	-3	1	-22	-1.6	1	20	12
38	CC(=O)c1cc(C(c2csc(C(C)=O)c2)c2csc(C(C)=O)c2)cs1	0	45	-4	1	1	-0.5	8	15	1
39	Cc1noc(C)c1S(=O)(=O)N(C)C[C@H]1Oc2c(NC(=O)C3CCCCC3)cccc2C(=O)N([C@H](C)CO)C[C@@H]1C	3	36	-2	-5	1	0.5	1	7	5
40	CCOC(=O)C1CCCN(C(=O)c2ccc3ncsc3c2)C1 (stereo not drawn)	4	15	-2	-7	1	0.5	-9	-1	-4
41	COC(=O)c1ccc(/C=C/c2ccc3cccc(OC)c3n2)cc1	-2	31	3	1	-2	5.4	28	28	6
42	Cc1ccccc1-c1nnn(CC(=O)N2CCN(C(=O)c3ccco3)CC2)n1	3	15	-4	3	-25	-0.8	0	0	3
43	O=C(COC(=O)/C=C/c1cccc(Cl)c1)NCCc1ccc(Cl)cc1Cl	3	9	-1	-1	8	1.1	19	-5	-6
44	CCOC(=O)N1CCN(C(=O)CCNS(=O)(=O)c2cc(Br)cnc2N)CC1	-10	-3	2	9	-20	-1.6	-2	1	-14
45	COCCCNC(=O)CSc1nc2ccccc2c(=O)n1Cc1ccc2c(c1)OCO2	-2	-11	1	-2	-20	-0.1	12	20	-7
46	CCc1ccc(NC(=O)CSc2ccc(-c3sc(C)nc3C)nn2)cc1	-8	31	-4	1	-32	0.8	-7	8	0
47	COC(=O)[C@]1(Cc2ccccc2)N[C@H](c2ccc(-c3ccccc3)cc2)[C@@H]2C(=O)N(C)C(=O)[C@@H]21	8	30	-2	-1	13	-0.8	45*	18	14
48	Cc1cccc(-c2nc(S(=O)(=O)c3ccccc3)c(N3CCOCC3)o2)c1	6	-3	-6	-2	-4	1.5	16	18	29
49	Cc1cc(N(C)C)cc(C)[n+]1[O-]	-16	7	2	0	6	-1.2	-6	6	-2
50	COc1ccc(NC(=O)Nc2cc(F)ccc2C)cc1	-3	17	-2	-2	-18	1.3	4	31	-3

Reformatted: two of the compounds above.
Below each SMILES: CXCR6 block	Mdm2 MdmX PPI	UPR XBP1 act	APJ agonist	APJ antag	CHOP UPR activ	tim10-1 inh	tim23-1 inh	TIM10 inh
[27] COc1ccc(C(=O)NC(=O)Nc2cc(C)ccn2)cc1
→ -2	34	-9	-4	6	-9.0	-19	4	-4
[28] C=CCNC(=S)/N=c1/ccccn1CCC
→ 12	8	0	-2	23	0.5	4	-7	7

(cont.)
nr	mol	CXCR6 block	Mdm2 MdmX PPI	UPR XBP1 act	APJ agonist	APJ antag	CHOP UPR activ	tim10-1 inh	tim23-1 inh	TIM10 inh
51	Cc1ccc(OCCCC(=O)Nc2ccc3c(c2)OCCO3)cc1	-8	17	-6	-2	-4	-3.8	-13	13	-5
52	COc1ccccc1N1CCN(/N=C/c2ccc(O)c(O)c2)CC1	.	-3	9	1	-11	184*	11	12	-5
53	O=C(c1ccc(S(=O)(=O)NCc2ccco2)cc1)N1CCN(Cc2ccc3c(c2)OCO3)CC1	7	12	-1	-3	-28	0.6	20	3	-26
54	O=C(CCCCCl)Nc1c2c(nc3ccccc13)CCC2	5	13	-5	-3	-13	-1.6	-18	-9	-4
55	Nc1nc(NCc2ccc(Cl)cc2)nc(NCCO)c1[N+](=O)[O-]	-9	19	5	-3	9	0.0	16	10	24
56	S=C(NCCc1ccccn1)Nc1cccc(Cl)c1	6	-2	0	-1	7	1.7	1	14	-9
57	Cc1ccccc1C(=O)NNc1ccc(-c2csnn2)cc1	-19	-12	0	3	4	1.7	3	13	27
58	O=C(CCN1C(=O)/C(=C\C=C\c2ccccc2)SC1=S)Nc1cccc(C(=O)O)c1	3	-36	0	-2	9	2.3	18	8	-1
59	CCCCNC1=NCCS1	-9	-8	1	-4	-32	2.1	18	4	2
60	Cc1ccccc1C(=O)OCCCN=C1NS(=O)(=O)c2ccccc21	-6	0	0	-2	2	-1.7	15	-4	-19
61	COc1ccccc1NS(=O)(=O)c1cc(C(=O)NCC(c2ccc(F)cc2)N2CCOCC2)ccc1C (stereo not drawn)	1	16	3	0	-16	-0.4	5	9	12
62	Fc1ccccc1-c1nc(NCc2ccco2)c2ccccc2n1	-2	21	-4	0	6	-1.3	33	24	10
63	Cc1cccc2cc(CN(CCCO)C(=O)Nc3ccccc3Cl)c(=O)[nH]c12	-1	-17	-1	-4	23	0.1	17	2	-3
64	COc1ccccc1CNC(=O)C1CCN(C(=O)c2sccc2-n2cccc2)CC1	-5	6	-4	-2	-14	2.6	9	12	1
65	CC(c1ccccc1)n1c(SCC(=O)N2CC(=O)Nc3ccccc32)nc2ccccc2c1=O (stereo not drawn)	-7	13	-4	0	-18	3.5	23	25	11
66	O=C(NCc1ccccc1)C(=O)NCC1OCCCN1S(=O)(=O)c1cccs1 (stereo not drawn)	0	-1	0	-1	9	-1.7	6	-6	-7
67	O=C(Cn1nnc(-c2ccncc2)n1)N1CCc2ccccc21	-14	18	-2	-2	-4	-0.7	-12	2	-1
68	CC12CC3(C)CC(C)(C1)CC(C(N)=O)(C2)C3	-1	-17	-5	-2	5	-0.8	21	3	12
69	CN(C)S(=O)(=O)N1CCc2ccc(NC(=O)c3ccccc3Cl)cc2C1	4	9	2	-1	8	4.0	21	25	8
